Bioassay records deposited in PubChem by National Center for Advancing Translational Sciences (NCATS).
HADH2 inh: blocks human hydroxyacyl-CoA dehydrogenase type II. 3.4% of 73,000 active. Q99714. recombinant HADH2, NADH fluorescence, beta-hydroxybutyryl-CoA. Potency, µM (titrated, usually from 57.1 µM), for the others: at the top dose activity change, negative = inhibition, usual class: inhibitors. AID 886; also: potency is read from the fitted curve at half-maximal effect; % is scaled to controls: 0 for no effect and ±100 for the full control effect; nearly all actives have a fitted effect of over 60% in size; many of its hits are not listed in these tables
Target sequence (Q99714 whole entry, looked up, one chain of several): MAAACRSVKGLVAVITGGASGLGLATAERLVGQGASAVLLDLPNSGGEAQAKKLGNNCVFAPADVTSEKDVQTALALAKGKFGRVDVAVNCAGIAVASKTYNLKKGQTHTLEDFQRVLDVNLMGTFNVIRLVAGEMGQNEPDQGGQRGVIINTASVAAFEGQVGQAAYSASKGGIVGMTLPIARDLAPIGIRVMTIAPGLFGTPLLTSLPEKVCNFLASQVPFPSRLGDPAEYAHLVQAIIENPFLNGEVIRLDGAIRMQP
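20 nM HADH2 + cpd, 15 min RT; add 1 mM NAD+/90 uM beta-hydroxybutyryl-CoA; kinetic fluorescence 360/450 nm, 4 min. Tris-HCl pH 9.0, 0.01% Tween-20.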
HBB splice mod: hemoglobin beta splicing modulation; HBB splicing reporter cell assay, activation; EGFP reporter with mutant IVS2-654 intron; response scale: normalised to 500 nM splice-correcting PNA; Potency, µM (top dose mostly 46.1 µM), without a hit: at the highest dose activation, hits mostly activators; 0.06% of 65,000 active; AID 925; also: potency is read from the fitted curve at half-maximal effect; 0% is about no effect
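Compounds were applied for 2 days to HeLa EGFP-654 cells, 500/well in Optimem with 2% FCS. The reporter's EGFP is disrupted by mis-splicing of beta-globin intron IVS2-654. Readout: summed well GFP fluorescence from 488 nm laser scanning; reference was 500 nM antisense […] 654 PNA.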
Luciferase inh: blocks Photinus pyralis firefly luciferase activity. P08659. AID 411. Potency, µM (titrated, usually from 57.1 µM), for inactives: at the top dose activity change, negative = inhibition, actives largely listed as inhibitors. 2.2% of 72,000 active. purified firefly luciferase, luminescence, 8 min; also: potency is read from the fitted curve at half-maximal effect; % is scaled to controls: 0 for no effect and ±100 for the full control effect; nearly all actives have a fitted effect of over 40% in size
Target sequence (P08659 whole entry, looked up): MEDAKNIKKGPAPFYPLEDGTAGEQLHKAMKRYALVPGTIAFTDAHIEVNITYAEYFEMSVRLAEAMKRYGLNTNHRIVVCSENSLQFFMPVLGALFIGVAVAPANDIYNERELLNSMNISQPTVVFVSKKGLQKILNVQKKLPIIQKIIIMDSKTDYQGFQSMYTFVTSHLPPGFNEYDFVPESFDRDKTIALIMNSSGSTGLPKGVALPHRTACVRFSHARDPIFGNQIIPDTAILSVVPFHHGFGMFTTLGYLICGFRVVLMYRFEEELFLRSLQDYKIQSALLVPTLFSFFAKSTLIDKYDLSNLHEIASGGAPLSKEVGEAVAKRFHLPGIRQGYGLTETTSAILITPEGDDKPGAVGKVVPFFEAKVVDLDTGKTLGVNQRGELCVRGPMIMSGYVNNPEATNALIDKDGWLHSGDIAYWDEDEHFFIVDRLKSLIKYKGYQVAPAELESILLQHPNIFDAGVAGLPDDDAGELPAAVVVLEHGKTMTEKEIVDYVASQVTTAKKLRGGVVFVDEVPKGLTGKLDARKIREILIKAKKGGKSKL
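Compounds were tested as concentration series (qHTS) against purified P. pyralis luciferase with luciferin and 10 uM ATP in 50 mM imidazole pH 7.2, 50 mM KCl, 7 mM MgCl2, 0.01% Tween 20, 0.05% BSA. Luminescence was read after 8 min at ambient temperature.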
ALOX15 inhib: 15-hLO (ALOX15) enzyme inhibition | P16050 | purified 15hLO-1, xylenol orange hydroperoxide absorbance | Potency, µM (top dose mostly 57.1 µM), without a hit: top-dose activity change, negative = inhibition, actives largely listed as inhibitors | 1.4% of 74,000 active; also: potency is read from the fitted curve at half-maximal effect; % is scaled to controls: 0 for no effect and ±100 for the full control effect; nearly all actives have a fitted effect of over 55% in size
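Hydroperoxide formed from arachidonic acid (50 uM) by purified human 15hLO-1 (40 nM) oxidizes ferrous iron, and the ferric-xylenol orange complex is read at 573 versus 405 nm. Compounds were preincubated 15 min; reaction ran 6 min at room temperature.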
Tau filament bind: binders of human tau filaments; P10636; recombinant tau filaments, thioflavin S fluorescence, 15 h; filaments grown with octadecylsulfate alongside compound; Potency, µM (highest dose often 57.1 µM), for the others: at the top dose activity change, negative = inhibition; 2% of 71,000 active;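 also: potency is read from the fitted curve at half-maximal effect; % is scaled to controls: 0 for no effect and ±100 for the full control effect; actives lower thioflavin S fluorescence by blocking filaments or displacing dye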
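Thioflavine S fluorescence (ex 450, em 510 nm) reports filaments formed from 1 uM human tau plus 30 uM ODS over 15 h at 37 C (10 mM HEPES pH 7.4, 100 mM NaCl, 5 mM DTT); compounds displacing dye or blocking filaments lower signal.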
Epigenetic mod: epigenetic modulators derepressing GFP locus in mouse cells; AID 597; Potency, µM (top dose mostly 46.1 µM), for the others: at the highest dose GFP derepression (activation); 0.09% of 68,000 active; mouse C127i GFP locus derepression, cytometry, 30 h; also: % of control where 0% means no effect
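Derepression screen: silenced CMV-GFP reporter in murine C127i cells, 30 h compound incubation at 37 C, washed cells imaged by laser-scanning cytometer to enumerate GFP-expressing objects of 20 to 120 um.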
DNA Pol III inh: DNA polymerase III holoenzyme inhibition | Potency, µM (top dose mostly 57.1 µM), for inactives: top-dose activity change, negative = inhibition | 0.25% of 71,000 active | AID 603 | reconstituted DNA polymerase III holoenzyme replication, biochemical; also: potency is read from the fitted curve at half-maximal effect; % is scaled to controls: 0 for no effect and ±100 for the full control effect
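Reconstituted *E. coli* holoenzyme (0.35 nM Pol III, 1 nM beta, 154 nM SSB, 2 nM primase) was preincubated with compound for 15 min at RT. Synthesis on 1.4 nM ssM13Gori ran 35 min, then was stopped with PicoGreen/EDTA and read as dsDNA fluorescence.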
CRE-bla Fsk: CRE-bla signaling modulation under forskolin stimulation; CHO CRE-bla reporter (cAMP response element driving beta-lactamase), forskolin EC10, beta-lactamase ratio; AID 662; Potency, µM (doses to about 38.2 µM), for the others: top-dose activity change, negative = inhibition, most hits filed as activators; 2.5% of 71,000 active; active = well fitted activation curve with a large enough effect in the signal ratio, with a control signal flat, not every such curve was filed as active; inconclusive = small, poorly fitted or top-dose-only effect, or effect the other way, or a change in a side signal; the % refers to the signal ratio; also: potency is read from the fitted curve at half-maximal effect; % of control where 0% means no effect
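CRE-bla CHO reporter cells treated with compound titration plus EC10 NKH 477 (water-soluble forskolin), incubated 3 h at 37 °C; CCF4 loading 2 h at room temperature, 460/530 nm emission ratio read, AC50 values derived for positive or negative modulators.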
Ub-GFP proteasome: inhibits proteasome, raising ubiquitin-GFP reporter fluorescence | Ubiquitin-GFP reporter cells, proteasome inhibition, GFP fluorescence; response scale: untreated = 0%, 10 µM MG-132 = 100% | Potency, µM (highest dose often 45.9 µM), without a hit: at the top dose activation (GFP accumulation), hits mostly activators | 67,000 tested, under 10 active; active = well fitted activation curve with a large enough effect, not every such curve was filed as active; inconclusive = small, poorly fitted or top-dose-only effect, or another doubt; inactive = no such curve, though single readings can be large or run the other way; also: potency is read from the fitted curve at half-maximal effect
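U2OS cells stably expressing ubiquitin(G76V)-GFP, seeded overnight in 0.5% FBS medium, were exposed to compounds (qHTS, 46 uM to 2.9 nM) for 4 hr at 37 °C. GFP-positive cells were counted by laser cytometry (488 ex/515 em), normalized between basal and 10 uM MG-132.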
ERK AVP block: inhibitors of vasopressin-stimulated ERK signaling pathway. HEK293-V1b, vasopressin-stimulated pERK AlphaScreen. AID 995. 0.99% of 72,000 active. Potency, µM (highest dose often 57.5 µM), inactives show top-dose activity, negative = inhibition, usual class: inhibitors; also: potency is read from the fitted curve at half-maximal effect; % is scaled to controls: 0 for no effect and ±100 for the full control effect; nearly all actives have a fitted effect of over 55% in size
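HEK293 cells stably expressing V1b receptor, seeded overnight in 1% FBS, were treated with compounds for 30 min at 37C, then stimulated 5 min with 25 nM vasopressin; phospho-ERK read by AlphaScreen SureFire after lysis.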
Hsp90 Hop PPI: changes Hsp90-Hop TPR2A binding signal, up or down; AlphaScreen TPR2A-His6 binding biotin-Hsp90 C-terminal peptide; Potency, µM (series often up to 57 µM), inactives show top-dose activity change, negative = inhibition; AID 595; 0.44% of 71,000 active; active = well fitted curve in either direction with a large enough effect; inconclusive = small, poorly fitted or top-dose-only effect, or another doubt; also: potency is read from the fitted curve at half-maximal effect; % is scaled to controls: 0 for no effect and ±100 for the full control effect; many of its hits are not listed in these tables
Active calls of the source: *; u = inconclusive; x = no result given; [ ] = remark or other dose. Unless noted, calls follow the shape of the dose curve; as a rule, active = well fitted curve in the direction sought with a large enough effect; inconclusive = small, poorly fitted or top-dose-only effect, or another doubt; inactive = no such curve, though single readings can be large; an effect the other way counts as inactive or inconclusive. Not all compounds are listed; the hit share may differ from the screen's.

# | SMILES | CRE-bla Fsk | Tau filament bind | ERK AVP block | DNA Pol III inh | Ub-GFP proteasome | Epigenetic mod | HBB splice mod | HADH2 inh | Hsp90 Hop PPI | Luciferase inh | ALOX15 inhib
1 | COc1cc(C2C(C#N)=C(N)Oc3c2oc(CO)cc3=O)cc(OC)c1OC (centres undefined) | -1.8% | 4.5% | 0.8% | -3.1% | 0.2% | -0.8% | -0.2%[57.5 µM] | -9.3% | -3.5% | 1.6% | -2.3%
2 | COc1ccc(NC(=O)c2cc(=O)c3ccccc3o2)cn1 | u | 13.2% | -13.7% | -4.7% | 8.6% | -2.1% | 1.5% | -3.4% | -2.8% | 1.0% | -1.7%
3 | CCOc1cc(N2CCOCC2)c(OCC)cc1NC(=O)c1ccc(=O)n(Cc2ccccc2)n1 | 16.2% | -6.1% | 0.2% | -0.6% | 0.8% | -2.3% | -0.4% | 4.4% | -1.8% | 4.4% | -0.5%
4 | CC(C)CC(C(=O)Nc1ccc2c(c1)OCCO2)N1C(=O)c2ccccc2C1=O (centres undefined) | -4.5% | -5.9% | -3.3% | -4.5% | -0.7% | 1.9% | x | 11.5% | 1.3% | 0.6% | -5.0%
5 | CCOC(=O)N1CCN(c2c(N3CCN(c4ccccc4OC)CC3)c(=O)c2=O)CC1 | 5.5% | 12.7% | -27.8% | -1.5% | -8.6% | x | 0.1% | -9.1% | -2.7%[2.3 µM] | 3.6% | 0.9%
6 | CCOCCc1nnc(NC(=O)COC)s1 | 4.5% | -10.2% | -13.5% | -0.2% | 0.9% | 2.3% | 0.6% | 2.2% | -6.2% | 1.1% | 1.8%
7 | CCOc1ccc(OCCN2C(=O)NC3(CCCc4ccccc43)C2=O)cc1 (centres undefined) | u | 4.9% | 6.5% | 6.4% | -3.1% | -1.6% | -0.4%[57.5 µM] | 2.6% | -4.6% | 2.8% | -1.0%
8 | COC(=O)c1cc(-c2c(C)oc3cc(OC(C)C)ccc3c2=O)c(C)o1 | 28.0% | 8.2% | -2.4% | -2.3% | x | 0.0% | 3.1%[0.369 µM] | -6.2% | -0.6% | 2.1% | -6.2%
9 | CCC(=O)NCCn1c(C)cc2ccccc21 | 10µM* | 10.3% | x | -5.2% | -8.6% | x | -0.4% | -6.9% | -1.5% | 3.5% | -8.6%
10 | Cc1ccc(C)c(/C(=N\N=C(N)N)C2CC2)c1 | 5.3%[7.6 µM] | -10.3%[11.4 µM] | -15.9%[11.5 µM] | -13.8%[11.4 µM] | -4.2%[9.17 µM] | 2.2%[9.22 µM] | 0.0%[9.22 µM] | 11.9%[11.4 µM] | 0.9%[11 µM] | 3.3%[11.4 µM] | 23.4%[11.4 µM]
11 | c1nc(NCC2CCCO2)c2[nH]cnc2n1 (centres undefined) | -8.0% | 7.7% | -14.7% | -2.6% | 1.4% | 0.0% | 1.0% | 8.3% | -15.2% | 0.8% | 11.8%
12 | O=C(CN1C(=O)CC(c2ccccc2)=Nc2ccccc21)NCc1ccco1 | -7.1% | -1.4% | -20.4% | -2.1% | -5.2% | 1.3% | x | -9.0% | -5.2% | 2.2% | 7.8%
13 | CS(=O)(=O)N(Cc1cc2ccccc2[nH]c1=O)C1CCCCC1 | 9.4% | -4.7% | 1.8% | -4.4% | -5.6% | 0.0% | -1.3% | 8.0% | -3.9% | 4.5% | 4.4%
14 | COCC(=O)Nc1ccc(C)c(Cl)c1 | -6.4% | -1.5% | -19.8% | 6.7% | -3.7% | 0.0% | 7.7% | 1.8% | -6.5% | -5.6% | 6.7%
15 | COc1ccc(N=C2SC(C(=O)O)CC(=O)N2C)cc1 (centres undefined) | 5.5% | 11.6% | -22.8% | -2.6% | -11.6% | 2.0% | 0.7% | 6.5% | -2.6% | 1.7% | 2.9%
16 | Cc1ccc(S(=O)(=O)N2CCC(C(=O)N[C@H](C(=O)N3CCN(C)CC3)C(C)C)CC2)cc1 | 10.8% | -8.5% | -4.1% | -11.7% | -3.6% | -2.2% | -0.6%[57.5 µM] | 1.4% | -1.9% | 3.3% | 2.7%
17 | COc1ccc(C(=O)c2ccc(OC)c(N)c2)cc1N | u | -7.2% | -3.2% | -0.4% | -2.9% | 7.5% | -1.9% | -7.9% | -4.6% | -8.0% | 2.8%
18 | CCOC(=O)N1CCN(c2cc(C)nc3nc(C)nn23)CC1 | 14.5% | 1.7% | 5.8% | -6.5% | 3.3% | -3.4% | 1.0% | -5.2% | -2.7% | 1.6% | 1.6%
19 | Cc1cc(NC(=O)c2cccc(N3C(=O)CCC3=O)c2)no1 | 0.6% | 0.6% | 4.4% | -4.8% | 1.7% | 0.0% | 0.0% | 1.5% | 0.4% | -0.3% | 1.9%
20 | CN(C)c1nc(N)nc(/C(C#N)=C/C2CC3C=CC2C3)n1 (centres undefined) | 22.2% | 34.0% | 2.0% | 0.2% | 5.6% | -2.0% | 0.3% | -0.6% | u | -2.7% | -15.8%
21 | Cc1ccc2[nH]cc(C(=O)CN3CCC4(CC3)OCCO4)c2c1 | -10.8% | -14.4% | -11.8% | -8.4% | x | 0.0% | 0.1%[0.369 µM] | -0.4% | -0.3% | -13.5% | -11.6%
22 | Cc1cc(C(F)F)n2nc(C(=O)Nc3ccccc3F)nc2n1 | -6.2% | -3.3% | -15.3% | -3.8% | 0.4% | 0.0% | -0.5% | 7.6% | -0.4% | 0.2% | 9.1%
23 | COc1cc(-c2cc3nc(C)c(C)c(=O)n3[nH]2)cc(OC)c1OC | 0.8% | 16.4% | -26.5% | -5.0% | 2.7% | 0.0% | 0.5%[57.5 µM] | 25.1µM* | -1.1% | -1.1% | 1.0%
24 | CCc1nc(C)c(C#N)c2cc(OC)c(OC)cc12 | u | 2.7% | 25.1µM* | -2.7% | -7.2% | -3.7% | -1.2% | 13.6% | u | 0.6% | 6.6%
25 | CCOc1ccc(-c2nnn(CC(=O)c3cc(OC)ccc3OC)n2)cc1 | 0.5% | 128.0% | 1.0% | -1.0% | -1.6% | -3.4% | x | u | -0.1% | -1.3% | -6.1%
26 | Cc1ccc(Nc2nc3nonc3[nH]c2=O)cc1C | 0.6% | -15.8% | 0.1% | -3.5% | 4.1% | 0.0% | 0.9%[57.5 µM] | -16.8% | -1.5% | u | -14.7%
27 | CCOC(=O)c1cccc(NC(=O)CSc2nnc(C)n2Cc2ccccc2)c1 | -4.7% | 4.7% | -21.4% | -1.6% | 3.2% | -1.3% | x | 10.0% | -7.0% | 0.7% | 2.3%
28 | CCOC(=O)CSc1nnc(-c2cccc(Cl)c2)n1CC | u | -1.5% | -0.5% | 4.2% | -3.5% | -1.1% | -2.0% | 8.9% | -1.1% | -0.1% | 9.4%
29 | CCN(C1CCCCC1)S(=O)(=O)c1ccc(C(=O)O)cc1 | -2.5% | -0.8% | -8.4% | -2.7% | 3.9% | 0.0% | 0.0% | 3.3% | -1.3% | 2.8% | 6.5%
30 | CCOC(=O)C(NC(=O)CC)(Nc1ccccc1OC)C(F)(F)F (centres undefined) | 11.2% | -10.6% | 7.3% | -10.5% | -2.9% | 5.1% | 1.4% | 7.0% | -3.0% | 2.7% | 6.5%
31 | COCc1[nH]nc2c1C(c1ccc(F)cc1F)C(C#N)=C(N)O2 (centres undefined) | -4.0% | -8.6% | 38.7%[activator] | -7.1% | 3.9% | -2.4% | x | -7.5% | -2.5% | 0.8% | -8.4%
32 | COc1ccc(-n2c(=O)c(-c3cc(F)cc(F)c3)nc3cnc(N4CCOCC4)nc32)cc1 | u | 5.7% | 18.2% | -5.2% | -11.3% | 5.7%[9.22 µM] | 2.6% | 2.0% | -0.9% | -1.6%[11.4 µM] | 3.9%
33 | COC(=O)c1ccc(CSc2nnc(N)s2)cc1 | -3.0% | 6.4% | -21.8% | -6.1% | 1.9% | 1.1% | 0.1% | 11.8% | -2.4% | -3.2% | 8.4%
